# Growth percent in the NCI-60 one-dose screen (48 h, 10 µM unless noted): 100 = growth as untreated, 0 = no growth, -100 = all killed.
# OVCAR-4 – OVCAR-4 ovarian cancer cells; AID 1794784; actives 3.7% (n = 80,000)
# OVCAR-8 – OVCAR-8 ovarian cancer. actives 4.4% (n = 81,000). AID 1794782
# OVCAR-3 – OVCAR-3 ovarian cancer | actives 7% (n = 79,000) | AID 1794787
# KM12 – KM12 colon cancer cells | actives 5% (n = 82,000) | AID 1794800
# SW-620 – SW-620 colon cancer | actives 5.2% (n = 82,000) | AID 1794795
# OVCAR-5 – OVCAR-5 ovarian cancer. actives 2.9% (n = 82,000). AID 1794783
# DU-145 – DU-145 prostate cancer | actives 4.2% (n = 81,000) | AID 1794760
# HCC-2998 – HCC-2998 colon cancer | actives 4.7% (n = 79,000)
# PC-3 – PC-3 prostate cancer cells; actives 3.9% (n = 80,000)
# The depositor's hits bear a star; x = no result given; & = joins results of further samples. How the source made its calls: active means growth percent below 10; inactive means the rest.
# Results follow in this order: DU-145	OVCAR-3	KM12	OVCAR-4	OVCAR-5	HCC-2998	PC-3	SW-620	OVCAR-8
O=C(O)C(Cc1ccccc1)n1c(O)c(C=C2N=c3ccccc3=N2)sc1=S (stereo not drawn)
  113	108	103	105	97	112	97	94	98
CN1CCN(Cc2ccc(NC(=O)c3cncc(C#Cc4ncc5ncccn45)c3)cc2C(F)(F)F)CC1
  90	98	14	76	136	105	75	113	93
CN(C)CC(C)(CN(C)C)C(=O)/C=C/c1c(Cl)cccc1Cl
  36	-31*	-26*	62	53	37	46	4.6*	-26*
C/C(=N/NC(=S)Nc1ccccc1)c1nc2ccc(Cl)cc2[nH]1
  -99*	-60*	-82*	-79*	-36*	-90*	-48*	-77*	-40*
C=CCOC(=O)C1=C(C)NC2=C(C(=O)CCC2)C1c1ccc(F)cc1 (stereo not drawn)
  113	109	94	99	98	104	90	94	97
N#C/C(=C/c1cccc([N+](=O)[O-])c1)C(N)=O
  151	x	127	117	99	x	128	105	116
COc1ccc(OC)c(CCn2cncc2-c2c[nH]c3ccccc23)c1
  88	57	89	45	94	92	71	x	89
COc1cc(-c2cc3ncccc3c3nc(N)c4cccnc4c23)cc(OC)c1OC
  2.2*	15	31	54	36	40	22	24	27
O=C(N/N=C/c1ccccc1O)Nc1nn[nH]n1
  116	116	114	102	92	x	96	101	101
NC(=O)C1CCN(C(=O)C(=O)c2c(-c3ccccc3)cc3ccccn23)CC1
  110	92	99	104	92	98	94	105	x
CC(C)C1(C)NC(=O)NC1=O (stereo not drawn)
  112	118	105	119	100	104	101	100	103
CCSc1ccc([C@@H]2[C@@H](N)C(=O)N2c2cc(OC)c(OC)c(OC)c2)cc1
  24	-24*	19	54	43	31	28	26	32
COc1ccc2c(N)ncc(C#Cc3cc(C(=O)Nc4ccc(CN5CCN(C)CC5)c(C(F)(F)F)c4)cnc3C)c2c1
  -89*	12	-49*	0.7*	-22*	19	-69*	-58*	-35*
Cc1cc(C)cc(NC2=C(Cl)C(=O)c3nc(C)ccc3C2=O)c1
  2.3*	-0.4*	77	-5.7*	93	78	59	-6.1*	73
Nc1ncc(-c2ccc3ncnc(N4CCc5cc(F)c(F)cc54)c3c2)cn1
  26	26	45	44	38	32	18	54	33
COc1ccc2c(c1)/C(=N\N=C\c1ccc(OC)c(OC)c1)C(=O)N2
  106	122	102	112	105	108	102	121	100
CC1=C(C)C(=O)C(N2CCCCCC2)=CC1=O
  103	102	102	99	126	119	85	116	106
Nc1ccccc1C(=O)NCCNCCNCCNC(=O)c1ccccc1N
  112	112	101	133	106	103	90	117	98
O=C(Nc1cccc(F)c1)Nc1cccc(Cl)c1
  66	14	48	87	95	90	65	74	79
CCCCCCC(C(=O)OCC)(C(=O)OCC)C1CCCCCC1
  120	117	105	101	102	100	102	99	107

# Only OVCAR-3, for 2 of the compounds above:
structure | OVCAR-3
NC(=O)C1CCN(C(=O)C(=O)c2c(-c3ccccc3)cc3ccccn23)CC1 | 92
CC(C)C1(C)NC(=O)NC1=O (stereo not drawn) | 118

# (more compounds)
# Results follow in this order: DU-145	OVCAR-3	KM12	OVCAR-4	OVCAR-5	HCC-2998	PC-3	SW-620	OVCAR-8
O=C(c1ccc(OCCN2CCCCC2)cc1)c1c(-c2ccc(OS(=O)(=O)C3CCCCC3)cc2)sc2cc(OS(=O)(=O)C3CCCCC3)ccc12
  113	100	81	86	90	88	54	102	95
CCCCC/C=C/C(C)=C/C1CC(C)C/C=C/CCC(O)C(OC(N)=O)CCC(C)CC(O)C(C)C(=O)O1 (stereo not drawn)
  80	129	102	107	102	52	74	103	98
CCOC(=O)C(Nc1cccc(Cl)c1)C(=O)OCC
  114	121	113	x	101	106	91	99	104
Cc1ccc2nc(-c3cccc(Cl)c3)oc(=O)c2c1
  117	110	111	109	98	x	101	106	102
CCCCCCCCn1ncc2c(Nc3cccc(Br)c3)ncnc21
  102	108	101	91	100	117	93	102	98
NS(=O)(=O)c1ccc(CCn2c(SCC(=O)N/N=C/c3cc4ccccc4[nH]3)nc3ccccc3c2=O)cc1
  65	69	50	69	113	88	40	72	41
CC(Br)C(OC(=O)c1ccc(Cl)cc1)c1cc2c(cc1Br)OCO2 (stereo not drawn)
  106	87	89	90	88	101	73	89	97
O=C(O)c1ccccc1Cc1ccc2c(c1)CCCC2
  118	111	113	111	104	115	103	100	105
C/C=C/C1OCC(CC)C(CCC)O1 (stereo not drawn)
  115	106	102	110	99	124	99	105	103
Clc1ncccn1
  114	106	113	125	114	92	96	101	106
CC1Cc2c(NCc3ccccc3)ncnc2N2CCc3cccc1c32 (stereo not drawn)
  96	96	87	97	104	101	71	100	96
CSc1nc(-c2cccs2)c2c(N)nn(S(=O)(=O)c3ccc(C)cc3)c2n1
  104	109	98	103	99	90	88	94	95
[O-]/[N+](=C\C=C\c1ccccc1)c1ccccc1
  111	100	100	92	107	103	x	104	121
N#Cc1n[nH]n2c1nc(=O)c1sc3ccccc3c12
  104	97	104	114	77	71	96	96	130
N[C@@H](C(=O)N[C@@H]1C(=O)N2C(C(=O)O)=C(Cl)CS[C@H]12)c1ccccc1
  135	131	111	105	x	104	94	112	111
NC1=NC(c2ccccc2)N=C(Nc2nn[nH]n2)N1 (stereo not drawn)
  104	108	101	101	97	110	101	97	100
O=C(O)/C=C\c1ccc(OC(=O)c2ccccc2)cc1
  103	105	101	93	108	109	98	104	104
COC(=O)c1ccc(Cn2c(SC)nc(=O)n(Cc3ccc(Cl)cc3)c2=O)cc1
  143	141	115	96	98	105	103	98	101
COc1cc2c(cc1OC)N(CCO)C1=C(C(=O)OC1)C2c1ccccc1 (stereo not drawn)
  113	124	110	107	95	x	106	111	x
COc1cc(C(=O)NCCc2ccc3c(c2)OCO3)cc(OC)c1OC
  124	122	113	97	111	x	94	107	95

# 2 of the compounds above, as labelled records:
N#Cc1n[nH]n2c1nc(=O)c1sc3ccccc3c12
  DU-145 = 104 | OVCAR-3 = 97 | KM12 = 104 | OVCAR-4 = 114 | OVCAR-5 = 77 | HCC-2998 = 71 | PC-3 = 96 | SW-620 = 96 | OVCAR-8 = 130
COc1cc(C(=O)NCCc2ccc3c(c2)OCO3)cc(OC)c1OC
  DU-145 = 124 | OVCAR-3 = 122 | KM12 = 113 | OVCAR-4 = 97 | OVCAR-5 = 111 | HCC-2998 = x | PC-3 = 94 | SW-620 = 107 | OVCAR-8 = 95

# New compounds follow
# Results follow in this order: DU-145	OVCAR-3	KM12	OVCAR-4	OVCAR-5	HCC-2998	PC-3	SW-620	OVCAR-8
CCOC(=O)CC(C(=O)OCC)n1c(O)c(C=Nc2cccnc2)sc1=S (stereo not drawn)
  112	104	103	111	102	98	79	111	111
COC(=O)C1C2OC(C(Br)C2Br)C1C(=O)OC (stereo not drawn)
  104	106	106	109	94	97	90	111	100
CCOC(=O)CC(=O)CSC1=NC2C(NN1)N(C)C(=O)N2C (stereo not drawn)
  90	x	101	89	89	105	89	76	67
CCOC(=O)C(=Cc1c(-c2ccccc2)[nH]c2ccccc12)C(=O)OCC
  59	38	24	50	98	81	-16*	54	39
C/C=C/C(O)CCCC (stereo not drawn)
  108	109	102	107	110	103	98	102	104
COc1ccc(/C=C2\CCCC3C2=Nc2ccccc2NC3c2ccc(OC)cc2)cc1 (stereo not drawn)
  101	87	28	77	127	104	87	72	85
CN(C)CCCC(C#N)(CCN(C)C)c1ccccc1 (stereo not drawn)
  106	112	105	94	101	107	95	x	99
O=C(O)CC/C(=N\NC(=O)c1ccncc1)c1ccc(Cl)cc1
  108	107	108	106	115	125	110	108	107
c1ccc2nc(N3CCOCC3)c(N3CCCC3)nc2c1
  106	92	100	103	97	113	x	98	106
COc1cc(-c2nc3ccc(C(=O)NN4C(=O)c5ccccc5C4=O)cc3[nH]2)cc(OC)c1OC
  108	114	102	100	102	110	104	x	101
[2H]c1c([2H])c(C2([2H])CCCNC2[2H])c([2H])c([2H])c1-n1cc2cccc(C(N)=O)c2n1 (stereo not drawn)
  82	93	82	98	88	74	80	70	81
CCCCCCCCCCCCCCCCCCNC(=S)N/N=C/c1ccccc1C(=O)O
  101	x	94	96	98	102	85	94	81
O=S(=O)(O)c1cc2ccc1ccc1ccc(cc1S(=O)(=O)O)n1on1c1ccc(ccc3ccc(cc3S(=O)(=O)O)nn2)c(S(=O)(=O)O)c1
  110	104	104	x	109	114	98	99	100
Cc1cccc(NC(=S)N(CCC#N)C2CCCCC2)c1
  132	118	117	98	102	x	92	111	106
CCCCn1sc(=O)n(Cc2ccc(CNC(=O)OCc3ccc4c(Cl)cc(Cl)c(O)c4n3)cc2)c1=O
  58	66	65	65	98	99	58	61	38
Cc1cn(C(C)C)c(=O)n(-c2ccccc2)c1=O
  100&106	109&97	108&97	111&103	93&92	108	x	99&104	104&118
CSc1nc(NN)cc(-c2ccccc2)n1
  117	112	116	108	112	103	94	112	112
CCCCN(CCCC)C1CCCC(OC(=O)NC)C1 (stereo not drawn)
  119	108	104	102	104	105	78	99	103
COc1ccc(Nn2c(=O)c(=O)[nH]c3nn4c(-c5ccc(OC)c(OC)c5)c(C#N)c(N)nc4c32)cc1
  116	121	114	109	106	114	100	103	102
O=C(NCCc1ccc(O)c(O)c1)c1ccccc1Nc1ccnc(C(F)(F)F)c1
  97	93	91	75	96	114	85	97	91
CCCC(O)CNCc1ccnc2ccc(OC)cc12 (stereo not drawn)
  110	108	117	96	119	108	91	92	105
Nc1c(C(=O)c2ccccc2)sc2nc(-c3cccs3)cc(C(F)(F)F)c12
  99	98	90	68	110	91	76	94	68
O=[N+]([O-])c1ccc(N=Nc2c(S(=O)(=O)O)cc3cc(S(=O)(=O)O)ccc3c2O)c([N+](=O)[O-])c1
  113	105	101	108	114	111	93	100	112
C=CCN1C(=O)c2cccc3c(-c4ccc(-c5nc6c7ccccc7c7ccccc7c6[nH]5)cc4)ccc(c23)C1=O
  109	119	105	109	106	110	97	105	102
O=C(NCc1cccnc1)c1nc(-c2ccc(-n3cccc3)cc2)no1
  90	85	83	55	91	92	78	87	92
Cc1onc2c(=O)[nH]nc(-c3ccccc3)c12
  121	120	115	108	98	111	95	109	111
CC(C)(C)c1cc(NC(=O)Cc2ccc(-c3cnc4cc(-c5cnn(CCN6CCOCC6)c5)ccc4n3)cc2)no1
  24	28	8.5*	10	24	40	25	16	19
O=C1CC2CC=CCN2C=C1NC(=O)C1CCCCC1 (stereo not drawn)
  108	105	102	96	104	103	89	106	94
CCOC(=O)C(c1ccc(N(CC)CC)cc1)c1ccc(N(CC)CC)cc1
  105	111	105	109	94	93	90	96	103
O=C1CCC(N2C(=O)c3cccc(NCCCCCCOc4ccc(Nc5nccc(Nc6ccccc6)n5)cc4)c3C2=O)C(=O)N1 (stereo not drawn)
  98	79	88	65	109	98	73	91	78
O=C(/N=C/C(Cl)(Cl)Cl)Nc1ccc(Cl)cc1
  101	105	107	115	106	85	101	109	105
CCn1c(Sc2nnc(NC(=O)CN3CCCC3)s2)nc2c1c(=O)n(C)c(=O)n2C
  111	108	105	108	103	110	102	104	107
Cc1cc(C)c(C#N)c(SCC(=O)c2sc3c(C#N)c(C)cc(C)[n+]3c2[O-])n1
  -6.3*	-16*	16	67	42	16	24	20	20
COc1cc(/C=N/NC(=O)c2ccc(S(C)(=O)=O)cc2)cc(OC)c1OC
  103	121	104	108	116	103	106	105	106
CSc1nc2ccccc2cc1/C=C1/C=C(c2ccccc2)OC1=O
  103	99	94	112	96	108	100	93	101
CC12c3ccccc3C(C)(c3ccccc31)C(NS(=O)(=O)c1ccc(Cl)c(Cl)c1)C2O (stereo not drawn)
  95	108	102	105	96	101	74	97	99
COC(=O)c1ccc2oc(NC(=O)c3ccc(N4CCN(C)CC4)c([N+](=O)[O-])c3)nc2c1
  62	35	44	38	79	68	61	36	32
Cn1c(=O)c2c(ncn2CCOC(=O)C(C)(C)Oc2ccc(Cl)cc2)n(C)c1=O
  107	107	101	98	100	107	97	94	105
CC(C)(C)c1cc(CNC2CCCCC2)c(O)c(CNC2CCCCC2)c1
  94	63	98	81	85	100	74	103	92
Cc1nn(-c2ccccc2)c2nc3c(nc12)C(=O)C(=O)c1ccccc1-3
  118	85	83	82	99	100	86	95	x

# Given as labelled records: entries from further up
O=C(NCc1cccnc1)c1nc(-c2ccc(-n3cccc3)cc2)no1
  DU-145 = 90
  OVCAR-3 = 85
  KM12 = 83
  OVCAR-4 = 55
  OVCAR-5 = 91
  HCC-2998 = 92
  PC-3 = 78
  SW-620 = 87
  OVCAR-8 = 92
Cc1onc2c(=O)[nH]nc(-c3ccccc3)c12
  DU-145 = 121
  OVCAR-3 = 120
  KM12 = 115
  OVCAR-4 = 108
  OVCAR-5 = 98
  HCC-2998 = 111
  PC-3 = 95
  SW-620 = 109
  OVCAR-8 = 111

# New compounds follow
# Results follow in this order: DU-145	OVCAR-3	KM12	OVCAR-4	OVCAR-5	HCC-2998	PC-3	SW-620	OVCAR-8
CCCCCCCCCCCCSC1=C(Cl)C(=O)C(OC)=C(OC)C1=O
  60	39	24	39	80	4.7*	23	27	29
Nc1nc(Cl)c2c(ncn2Cc2ccc(CCl)cc2)n1
  86	68	94	96	109	x	78	93	49
O=C(CCl)Nc1cc(O)c2c(c1)C(=O)c1cccc(O)c1C2=O
  -83*	-100*	-46*	-1.4*	-40*	-42*	-64*	-74*	-49*
CC(=O)/C(=C\n1c(=S)[nH]c2ccc([N+](=O)[O-])cc21)C(=O)Nc1ccccc1C
  x	109	105	105	101	89	96	102	96
O=C1N/C(=N\c2nnc(-c3ccc(O)cc3)s2)S/C1=C\c1ccc(Br)cc1
  94	95	92	96	100	90	91	99	104
O=c1c(Nc2ccccc2)nnc2n(Cc3ccccc3)c3ccccc3n12
  96	85	92	81	84	97	73	88	52
COc1ccc(C2=Cn3c(CCC(=O)c4nc5ccccc5[nH]4)nnc3SC2)cc1
  98	113	99	x	116	127	84	129	120
